# Screening data (PubChem BioAssay)
# OPRM1-OPRD1 ag – agonists of OPRM1-OPRD1 heterodimerization, primary screen, cell-based, luminescence | activation, % at 9.3 µM | hit rate 0.3% among 340,000 | AID 504326, 2011 | cells; in the data active = activation above about 18%;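 note: 0% = vehicle-treated cells and 100% = reference agonist; values of inactives mirror those of a sister screen read the other way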
# Target sequence (P35372 whole entry, looked up): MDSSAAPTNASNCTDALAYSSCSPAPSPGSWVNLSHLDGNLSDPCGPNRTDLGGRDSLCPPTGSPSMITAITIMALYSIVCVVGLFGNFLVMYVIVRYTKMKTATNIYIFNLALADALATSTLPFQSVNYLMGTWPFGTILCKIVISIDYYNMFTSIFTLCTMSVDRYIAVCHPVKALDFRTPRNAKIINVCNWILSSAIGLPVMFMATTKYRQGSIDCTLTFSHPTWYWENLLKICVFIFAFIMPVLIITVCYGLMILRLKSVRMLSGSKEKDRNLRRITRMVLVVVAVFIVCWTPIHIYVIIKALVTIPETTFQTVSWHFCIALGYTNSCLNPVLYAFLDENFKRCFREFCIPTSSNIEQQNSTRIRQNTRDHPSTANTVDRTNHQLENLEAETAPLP
# Target sequence (P41143 whole entry, looked up): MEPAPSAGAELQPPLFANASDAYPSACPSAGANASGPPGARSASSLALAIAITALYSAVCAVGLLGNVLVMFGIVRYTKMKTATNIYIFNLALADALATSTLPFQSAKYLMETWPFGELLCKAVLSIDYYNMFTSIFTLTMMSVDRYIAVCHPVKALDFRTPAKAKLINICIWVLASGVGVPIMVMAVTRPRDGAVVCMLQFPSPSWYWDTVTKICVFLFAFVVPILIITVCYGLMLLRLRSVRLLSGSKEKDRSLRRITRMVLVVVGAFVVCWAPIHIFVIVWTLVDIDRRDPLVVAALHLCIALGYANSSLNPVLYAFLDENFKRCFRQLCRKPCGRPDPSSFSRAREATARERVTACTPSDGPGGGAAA
# AddAB inh – growth inhibition of E. coli expressing H. pylori AddAB, primary screen, AddAB inhibitor project, absorbance | inhibition, % at 11.9 µM | hit rate 0.29% among 330,000 | AID 435030, 2010; in the data active = inhibition above about 12%;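 note: 0% = vehicle wells of infected cells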
# Tat export inh – E. coli Tat export inhibitors, primary screen, MC4100, TorA-mCherry reporter, fluorescence, single point; inhibition, % at 10 µM; hit rate 0.036% among 340,000; AID 488895, 2010;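 active = mean replicate inhibition at least 50% and at least half of replicates individually reaching 50%; inconclusive = only one of the two criteria met; inactive = neither criterion met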;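 note: exported cargo escapes ClpAP degradation while cytoplasmic cargo is degraded and loses fluorescence; 0% = median of neutral control wells and 100% = median of NaSCN control wells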
# PfHsp90 set2 – growth inhibition of PfHsp90-expressing yeast, primary screen, antimalarial PfHsp90 inhibitor project, S. cerevisiae, BacTiter-Glo luminescence, single point, set 2 | BacTiter-Glo ATP, 48 h; yeast lacking PDR1 and PDR3 efflux regulators | inhibition, % at 9.4 µM | hit rate 0.32% among 310,000 | AID 504621, 2011;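 active = every replicate shows inhibition above about 80%, whatever the replicate mean, limit read from the data; inconclusive = mean inhibition reaches the set limit but some replicate falls short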;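 note: 0% = DMSO neutral controls and 100% = 20 µM radicicol positive controls; yeast relying on Plasmodium falciparum Hsp90 in place of its own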
# phage Ecoli inh – growth loss of phage-infected E. coli, primary screen, RecBCD inhibitor project, absorbance, with phage, HTS. inhibition, % at 11.9 µM. hit rate 0.26% among 360,000. AID 651602, 2012; in the data active = inhibition above about 11%
# PKA-R1A act – activators of PKA-R1A holoenzyme, primary screen, biochemical, fluorescence polarization, Cy5-IP20, bovine R1A, mouse PKAc; cAMP-dependent protein kinase type I-alpha regulatory subunit (Bos taurus) + …; PKA-R1A dissociation; scaled: DMSO 0%, 113 µM cGMP 100%; activation, % at 11.4 µM; hit rate 0.083% among 340,000; AID 504707, 2011;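 active = percent activation above the mean of all tested compounds plus 3 SD, cut at about 19% in these data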;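 note: higher means more PKAc released from R1A so a rise in polarization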
# Mot1-301 SUMO – yeast Mot1-301 growth rescue at high temperature, primary screen, SUMOylation pathway inhibitor project, S. cerevisiae, ATP luminescence, 38.5C | S. cerevisiae Mot1-301 growth rescue; percent above DMSO median, 100 means doubled | growth rescue, % at 18.8 µM | hit rate 1% among 320,000 | AID 2716, 2010;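 active = every valid replicate shows activation above 250% relative to neutral control wells; inactive = the rest, any valid replicate at or below 250%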;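 note: OY570 slx delta 5 strain wells were the positive control but not used for scaling; some compounds called inactive have numbers as strong as hits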
# E coli growth – E. coli V3065 growth inhibition, primary screen, counter-screen for AddAB inhibitor project, absorbance, OD600. 18 h. inhibition, % at 11.9 µM. hit rate 0.27% among 330,000. AID 449728, 2010;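 active = inhibition above the campaign's mean inhibition across all tested compounds plus 3 SD, cut at about 9.9% in these data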;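 note: uninfected addAB+ strain grown without phage in ampicillin broth; 0% = DMSO wells and 100% = ciprofloxacin 0.95 µg/ml wells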
# Arrestin-AP2 inh – inhibitors of beta-arrestin/AP2 binding, primary screen, biochemical, GPCR trafficking, flow cytometry; AID 504490, 2011; inhibition, % at 10 µM; hit rate 0.31% among 340,000; beta-arrestin 1 C-terminal peptide binding to AP2 beta2-adaptin appendage (human); FITC-arrestin peptide / GST-AP2 beads; AP2 beta2 appendage carries R879A mutation;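 active = inhibition above a set limit, near 3 SD of compounds lacking own fluorescence, cut at about 54% in these data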;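 note: plate controls were DMSO wells for no effect and 5 µM unlabelled arrestin peptide for full effect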
#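 System: GST-AP2 R879A glutathione beads | Also added: FITC-arrestin peptide, 50 nM | Times: 12 min plus 1 h, RT | Signal: Bead flow cytometry, FITC channel | Buffer or medium: PBS with 0.05% Tween 20 and 0.1% BSA | Read-out basis: Percent drop in bead-associated FITC signal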
# Pemphigus Ab inh – inhibitors of pemphigus antibody binding to DSG3, primary screen, biochemical, bead-based, flow cytometry, scFv-GFP; binding (percent of control), % at 10 µM; DSG3-coupled beads, scFv-anti-DSG3-GFP binding; hits give low values; hit rate 0.48% among 310,000; Desmoglein-3 (Homo sapiens), P32926;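 active = binding more than 3 SD below its plate's average and above zero; inconclusive = below that plate limit but binding exactly zero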;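 note: hits lower antibody fragment binding to DSG3; some compounds called inactive have numbers as strong as hits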
# OPRM1-OPRD1 inv – inverse agonists of MOR-DOR heterodimerization, primary screen, cell-based, luminescence | Mu-type opioid receptor (Homo sapiens) + Delta-type opioid receptor (Homo sapiens), … | cell-based MOR-DOR heterodimer luminescence, inverse agonism | inhibition, % at 9.3 µM | hit rate 0.21% among 340,000 | AID 504357, 2011; in the data active = inhibition above about 22%, passing the limit was not always enough;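 note: 0% = cells with DMSO and 100% = wells without cells with DMSO; values of inactives mirror those of a sister screen read the other way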
# * = called active by the depositor; ? = inconclusive; · = no result given.
Compound	AddAB inh	OPRM1-OPRD1 ag	PKA-R1A act	Arrestin-AP2 inh	phage Ecoli inh	Pemphigus Ab inh	PfHsp90 set2	OPRM1-OPRD1 inv	Mot1-301 SUMO	Tat export inh	E coli growth
COC(=O)COc1cc2ccccc2cc1C(=O)Nc1ccccc1	0.8	-1.1	-1	-4	4.7	88	-3	6	-14	?	-2.4
S=C(NCc1ccc(Cl)cc1)Nc1ccccc1Cl	1.6	1.1	-5	4	0.1	96	5	-6	16	-8	0.0
COc1cc2c(cc1NC(=O)COC(=O)CNC(=O)c1ccccc1)oc1ccccc12	-1.6	-2.4	-5	-2	2.0	112	·	11	0	2	-2.0
O=C(NNC(=O)C1[C@H]2CCCC[C@@H]12)Nc1cccc2ccccc12 (some centres undefined)	-2.4	4.4	10	6	0.7	97	-12	-22	-4	-4	-0.3
COC(=O)c1ccc(N2CN=C(c3ccc(C)cc3)NC2=S)cc1	1.2	-0.5	-9	2	4.5	102	27	3	-20	-4	-1.9
Clc1ccc(CNCc2cccs2)c(Cl)c1	1.3	9.4	-1	-9	4.4	111	-8	-49	115	-6	-2.0
COc1ccc(-c2cc(C(=O)N/N=C(\C)c3ccco3)c3ccccc3n2)c(OC)c1	-0.9	2.0	-4	-1	4.5	108	2	-11	-9	5	-1.1
Cc1c(C(=O)NCc2ccc3c(c2)OCO3)oc2ccc(S(=O)(=O)N3CCCCCC3)cc12	1.0	-0.5	-6	-1	2.9	103	14	3	11	-4	-2.1
Cc1ccc(-n2c(SCC(=O)c3c(N)n(C4CC4)c(=O)[nH]c3=O)nnc2N2CCOCC2)cc1	·	-3.6	-3	-18	-0.4	100	·	19	·	-1	·
COc1ccc(C2SCCN2C(=S)Nc2ccc(F)cc2)cc1 (centres undefined)	6.0	2.5	0	3	3.5	104	20	-14	4	-2	-0.2
COc1cnc(-c2ccccn2)nc1Sc1ccc(F)cc1	1.7	-2.2	-14	28	-0.7	105	2	11	-18	-6	-3.5
CC1(C)CC(NS(=O)(=O)c2ccc(S(=O)(=O)N3CCOCC3)cc2)CCO1 (centres undefined)	0.9	0.1	-5	0	1.0	99	-12	0	-17	-5	0.1
CCOC(=O)C1=C(c2ccccc2)c2ccccc2N(S(=O)(=O)C(F)(F)F)C1C(=O)OCC (centres undefined)	-0.1	0.8	0	-7	-0.3	100	-62	-4	·	1	1.1
COCCN(CCOC)S(=O)(=O)c1ccc(C(=O)Nc2c(C)n(C)n(-c3ccccc3)c2=O)cc1	1.0	-2.1	-1	32	0.5	99	11	12	9	-13	1.3
CCC(C)N(NC(C)=O)c1nc(Cl)nc(NC(C)(C)C)n1 (centres undefined)	3.9	-4.8	-18	27	0.9	·	6	20	-1	2	0.5
CN(CC(=O)Nc1cccc(F)c1)C(=O)C1CSC2(C)CCC(=O)N12 (centres undefined)	2.8	0.3	-5	2	-0.4	100	-6	-2	-7	4	2.0
COc1ccccc1N(C)S(=O)(=O)c1ccc(C(=O)NC(C)c2ccccc2)cc1 (centres undefined)	1.4	-2.0	0	-10	3.4	90	14	11	12	8	0.0
COc1ccc(-c2cc3ccc(F)cc3cn2)cc1	-0.2	3.3	3	21	1.1	96	1	-18	61	4	1.4
COCCNC(=O)CN1C(=O)NC2(CCCc3cc(OC)ccc32)C1=O (centres undefined)	0.2	-1.6	-6	-6	2.2	96	0	9	22	-11	1.8
Cc1cc(=O)oc2cc(OCC(=O)Nc3ccc4[nH]c(=O)[nH]c4c3)ccc12	1.4	-1.8	-1	14	-0.1	127	-13	10	436	-1	1.4

# Some of the entries above in a different format:
# Value order: AddAB inh, OPRM1-OPRD1 ag, PKA-R1A act, Arrestin-AP2 inh, phage Ecoli inh, Pemphigus Ab inh, PfHsp90 set2, OPRM1-OPRD1 inv, Mot1-301 SUMO, Tat export inh, E coli growth
COc1cnc(-c2ccccn2)nc1Sc1ccc(F)cc1
 : 1.7, -2.2, -14, 28, -0.7, 105, 2, 11, -18, -6, -3.5
CC1(C)CC(NS(=O)(=O)c2ccc(S(=O)(=O)N3CCOCC3)cc2)CCO1 (centres undefined)
 : 0.9, 0.1, -5, 0, 1.0, 99, -12, 0, -17, -5, 0.1
CCOC(=O)C1=C(c2ccccc2)c2ccccc2N(S(=O)(=O)C(F)(F)F)C1C(=O)OCC (centres undefined)
 : -0.1, 0.8, 0, -7, -0.3, 100, -62, -4, ·, 1, 1.1

# (listing goes on)
Compound	AddAB inh	OPRM1-OPRD1 ag	PKA-R1A act	Arrestin-AP2 inh	phage Ecoli inh	Pemphigus Ab inh	PfHsp90 set2	OPRM1-OPRD1 inv	Mot1-301 SUMO	Tat export inh	E coli growth
Cc1ccc(CSc2nnc(CCCCCNC(=O)OC(C)(C)C)o2)cc1	-2.1	1.3	0	-8	1.8	100	-2	-7	-10	11	-3.0
Cc1nn(C)cc1/C=C/C(=O)c1ccc(O)cc1	0.9	-1.1	-1	20	4.5	101	21	5	-9	-3	0.2
CCC1(COC(NC(=O)c2cccnc2)(C(F)(F)F)C(F)(F)F)COC1	1.2	-0.9	-3	6	3.3	95	6	6	6	8	1.4
Cc1ccc(/C=C/C(=O)OCC(=O)Nc2ccc3[nH]c(=O)[nH]c3c2)o1	3.6	-1.1	0	-11	2.7	-15	7	7	-15	-7	-2.5
O=C(CCCc1ccccn1)c1ccccc1	·	-1.4	-1	-2	-0.1	95	·	7	·	-3	·
CC(C)(C)OC(=O)Nc1ccc([C@H](NC(=O)OC(C)(C)C)C(=O)OC(C)(C)C)cc1	1.9	-2.5	-2	-2	1.3	101	3	14	12	-8	1.1
CCOC(=O)c1c(NC(=O)CSc2nnnn2-c2ccc(OC)cc2)sc(C)c1C	-0.2	-2.1	-5	26	1.4	94	5	11	-7	-8	0.0
Clc1ccccc1CSc1nnc(-c2ccccn2)n1Cc1ccco1	0.3	-2.2	7	-4	1.4	104	-29	11	-5	-7	-0.5
CCN(CC)C(=O)COC(=O)c1ccc(O)cc1	1.8	-0.5	2	-5	3.1	103	-26	2	3	-3	-0.4
CCCc1cc(N2CCCC2)n2nc(C)c(-c3ccccc3)c2n1	0.1	0.6	5	-8	1.0	·	·	-4	-17	0	-0.6
O=C(NCCc1ccccn1)c1cncc(Br)c1	2.0	-0.5	-7	2	0.0	99	-37	3	-4	12	2.8
Cc1noc(C)c1C(=O)OCC(=O)Nc1cc(Cl)ccc1Oc1ccccc1	5.8	-2.1	-10	23	2.4	107	1	12	3	5	-2.6
C=CCn1c(SCC(=O)Nc2ccc3c(c2)OCO3)nnc1-c1ccccc1	1.4	-3.1	-12	1	2.3	·	11	13	149	3	-2.1
Cc1c(CCOC(=O)C23CC4CC(CC(C)(C4)C2)C3)sc[n+]1Cc1ccccc1	3.1	-0.8	0	1	0.5	·	·	5	-14	9	-0.1
O=C(/C=C/c1ccc(-c2ccccc2[N+](=O)[O-])o1)c1ccc(Br)cc1	1.1	2.1	2	15	2.8	97	·	-12	2	11	-0.5
NC(=O)C1CCN(Cc2nc(-c3ccccc3)no2)CC1	2.9	-1.8	1	3	0.9	101	0	8	-16	-3	1.3
O=C(Cc1n[nH]c(=O)c2ccccc12)Nc1cccc(S(=O)(=O)N2CCCCCC2)c1	1.4	-3.6	-4	22	0.3	95	17	16	-6	3	-2.5
O=C1N/C(=N/O)S/C1=C\c1ccccc1-n1cccn1	-0.4	-1.4	-1	-29	0.5	114	·	7	-20	-1	-1.7
CCCCC(O)(c1ccc(OC)cc1)C(CN1CCOCC1)c1ccccc1 (centres undefined)	0.7	12	7	17	-0.8	104	-38	-55	15	15	-0.8
O=C(Nc1nnc(SCc2c(Cl)cccc2Cl)s1)C1CC(=O)N(c2ccc3c(c2)OCCO3)C1 (centres undefined)	-2.5	-0.2	-10	-26	4.5	104	-41	1	4	-9	0.2

# The list goes on; the last 2 above are carried over.
Compound	AddAB inh	OPRM1-OPRD1 ag	PKA-R1A act	Arrestin-AP2 inh	phage Ecoli inh	Pemphigus Ab inh	PfHsp90 set2	OPRM1-OPRD1 inv	Mot1-301 SUMO	Tat export inh	E coli growth
CCCCC(O)(c1ccc(OC)cc1)C(CN1CCOCC1)c1ccccc1 (centres undefined)	0.7	12	7	17	-0.8	104	-38	-55	15	15	-0.8
O=C(Nc1nnc(SCc2c(Cl)cccc2Cl)s1)C1CC(=O)N(c2ccc3c(c2)OCCO3)C1 (centres undefined)	-2.5	-0.2	-10	-26	4.5	104	-41	1	4	-9	0.2
CCN(CC)CCCN=Cc1c(O)n(-c2c(C)cccc2C)c(=O)c2ccccc12	2.1	·	·	-3	2.9	107	·	·	124	·	-0.2
N#Cc1nc(-c2ccco2)oc1NCCCn1ccnc1	4.1	-3.1	-3	7	3.9	97	-4	18	14	-2	-0.9
COc1ccc([C@H]2CC(=O)c3c(O)cc(O)cc3O2)cc1O	2.0	-2.1	-6	4	1.9	·	23	11	-5	-6	1.2
O=C(O)c1ccc(CNC(=O)c2ccc3c(c2)OCCO3)cc1	3.8	2.0	0	-10	1.2	·	-18	-15	-6	2	-0.9
S=c1nn[nH]n1C12CC3CC(CC(C3)C1)C2	-0.8	-1.1	5	-47	·	101	-30	6	14	-1	-1.4
CCN(CC)C(=O)Cn1cc(S(=O)(=O)CC(=O)N2CC(C)OC(C)C2)c2ccccc21 (centres undefined)	2.7	-3.4	7	-14	-0.6	·	11	17	6	3	2.7
CCOC(=O)C1(Cc2ccc(OC)cc2)CCN(C(=O)c2cccc3nccnc23)CC1	0.0	0.5	-17	-2	5.7	103	8	-4	-5	-10	-1.0
Cc1cccn2cc(COc3ccc(-c4ccccc4)cc3)nc12	·	2.5	4	8	4.8	·	1	-11	·	-18	·
Cc1ccn2cc(-c3cccc(NC(=O)CCC(=O)O)c3)nc2c1	0.9	-1.9	-10	34	1.5	101	23	9	122	-5	1.0
COc1ccc(/C=C(/NC(=O)c2ccccc2)C(=O)NCc2ccco2)cc1	1.6	-2.1	6	8	-2.3	99	17	13	-4	0	-0.4
Cc1ccc(CCNS(=O)(=O)c2cc3c(cc2C)NC(=O)CO3)cc1	-1.1	-0.4	3	6	3.5	112	-32	2	-6	-8	1.0
